Compound activity as filed in PubChem BioAssay.
FadD28 FP inh: blocks FadD28 binding to the bisubstrate probe; fluorescence polarization; inhibition, % at 12.5 µM; hit rate 0.22% among 360,000; AID 588549; in the data active means inhibition above about 8.5%, passing the limit was not always enough; inconclusive means no clear call, values can overlap the other calls
PfHsp40 yeast: restores yeast growth despite PfHsp40 toxicity; S. cerevisiae expressing PfHsp40, growth rescue, ATP luminescence; growth rescue, % at 12.5 µM; hit rate 0.68% among 340,000; AID 504582; in the data active means growth rescue above about 28%, passing the limit was not always enough; inconclusive means no clear call, values can overlap the other calls;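 further: yeast W303a lacking pdr1 and pdr3 grown in galactose medium; growth measured after three days at 30 °C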
Yp Topo-I inh: Y. pestis Topo-I inhibition via cleavage products | activity, % at 10 µM | Y. pestis Topo-I cleavage product accumulation, plate reader | hit rate 0.064% among 360,000; in the data active means activity above about 50%, passing the limit was not always enough; inconclusive means no clear call, values can overlap the other calls; further: inactives centre near 2
GDH-TPI counter: GDH-TPI coupled enzyme inhibition counter-screen. inhibition, % at 4.8 µM. hit rate 1.2% among 360,000. GDH-TPI coupled enzyme counterscreen, NADH absorbance; in the data active means inhibition above about 30%;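 further: 0% = DMSO wells and 100% = wells lacking the enzyme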
Mtb FBA inh: inhibitors of M. tuberculosis fructose-bisphosphate aldolase; inhibition, % at 1 µM; purified M. tuberculosis FBA, fluorescence read-out; hit rate 2.3% among 360,000; P9WQA3; in the data active means inhibition above about 27%;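 further: 0% = vehicle and 100% = reference inhibitor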
Vc quorum ag: inducers of Vibrio cholerae quorum light production without autoinducers; V. cholerae BH1578 lux reporter, luminescence, 6 h; activation, % at 18.7 µM; hit rate 0.16% among 350,000; AID 588436; in the data active means activation mostly above about 9.7%, no sharp cut-off; inconclusive means no clear call, values can overlap the other calls; inactive means mostly below about 3.7%; further: not every result past the cut was called active; inactives centre near 0; reference of the scale not given here
Mtb BioA inh: BioA (M. tuberculosis) enzyme inhibition | purified M. tuberculosis BioA enzyme, plate reader | inhibition, % at 9.99 µM | hit rate 0.096% among 360,000 | AID 602481; in the data active means inhibition above about 40%; inconclusive means no clear call, values can overlap the other calls
Mtb UGM inh: Mtb UDP-galactopyranose mutase inhibition; P9WIQ1; AID 504406; purified UGM, fluorescence polarization probe displacement; hit rate 0.06% among 320,000; inhibition, % at 10 µM; in the data active means inhibition above about 10%, passing the limit was not always enough; inconclusive means no clear call, values can overlap the other calls
TcdB inh: TcdB glycohydrolase inhibition; P18177; TcdB glycohydrolase enzymatic assay, plate reader; inhibition, % at 9.99 µM; hit rate 0.24% among 350,000; AID 652162; in the data active means inhibition above about 10%
Numbers without * were called inactive; i = inactive; ? = inconclusive; . = no result given.

The opening 5 entries (preview)
#	SMILES	FadD28 FP inh	PfHsp40 yeast	Yp Topo-I inh	GDH-TPI counter	Mtb FBA inh	Vc quorum ag	Mtb BioA inh	Mtb UGM inh	TcdB inh
1	Cc1c(C)c2ccc(OCC(=O)NCCN3CCOCC3)cc2oc1=O	-3.1	0.4	1.5	6.1	97.5*	-2.0	0.4	-0.6	0.1
2	CC(C)(C)c1n[nH]c2c1CCCC2	2.0	0.7	8.5	4.8	5.6	i	.	-0.2	1.1
3	Cc1sc2nc(CSCC(=O)Nc3ccc(C(F)(F)F)cc3)[nH]c(=O)c2c1C	-4.8	2.0	-16.5	-6.0	1.4	-5.7	-1.5	-1.2	-0.7
4	CC(C)c1ccccc1OCCCCCNCCO	-3.9	0.0	-10.2	-5.7	1.0	1.6	-1.0	-3.7	1.6
5	CC(=O)NC(C)(c1ccccc1)c1nc(-c2cncnc2)cs1 (stereo not drawn)	0.4	.	10.0	5.3	1.4	-0.1	0.5	.	-5.0

All compounds of this part (from the top)
#	SMILES	FadD28 FP inh	PfHsp40 yeast	Yp Topo-I inh	GDH-TPI counter	Mtb FBA inh	Vc quorum ag	Mtb BioA inh	Mtb UGM inh	TcdB inh
1	Cc1c(C)c2ccc(OCC(=O)NCCN3CCOCC3)cc2oc1=O	-3.1	0.4	1.5	6.1	97.5*	-2.0	0.4	-0.6	0.1
2	CC(C)(C)c1n[nH]c2c1CCCC2	2.0	0.7	8.5	4.8	5.6	i	.	-0.2	1.1
3	Cc1sc2nc(CSCC(=O)Nc3ccc(C(F)(F)F)cc3)[nH]c(=O)c2c1C	-4.8	2.0	-16.5	-6.0	1.4	-5.7	-1.5	-1.2	-0.7
4	CC(C)c1ccccc1OCCCCCNCCO	-3.9	0.0	-10.2	-5.7	1.0	1.6	-1.0	-3.7	1.6
5	CC(=O)NC(C)(c1ccccc1)c1nc(-c2cncnc2)cs1 (stereo not drawn)	0.4	.	10.0	5.3	1.4	-0.1	0.5	.	-5.0
6	O=C(NN1CCOCC1)c1ccc(Cl)c([N+](=O)[O-])c1	-2.3	0.1	-9.5	-2.1	0.5	0.8	1.3	-4.0	-0.2
7	N#CCCc1cccc(CCC#N)c1	-0.5	?	6.1	4.0	1.6	i	-0.3	2.7	0.8
8	Cc1cc(NC(=O)Cn2nc3c(cc2=O)CCCC3)ccc1Br	-4.2	0.8	-11.7	2.6	4.4	i	-0.3	-0.4	.
9	COC(=O)c1ccccc1NC(=O)CN1CCc2ccccc2C1	-2.7	-0.9	30.0	-10.0	1.2	0.8	1.6	0.2	1.4
10	O=C(O)c1ccc(Cl)c(S(=O)(=O)N2CCC(Cc3ccccc3)CC2)c1	-8.2	1.2	13.6	-15.7	-8.0	-0.6	15.1	5.4	-2.6
11	CN1OC[C@@H]2CN(C(=O)C(C)(C)C)[C@H](c3ccc(-n4ccnc4)cc3)C[C@@H]21	0.6	.	.	.	3.1	.	-0.5	.	1.1
12	COC(=O)[C@H]1C[C@H](O)CN1S(=O)(=O)c1ccc(Br)cc1F	3.3	-0.7	-4.3	0.0	4.7	1.3	-1.9	.	0.5
13	Cc1ccc(C(=O)NCCCNC(=O)COc2ccc(Cl)c(C)c2)cn1	-2.0	-0.3	5.5	9.9	3.5	i	.	.	0.7
14	COc1ccc(-c2csc(C(O)c3ccc(F)c(F)c3)n2)cn1 (stereo not drawn)	-2.4	.	-12.2	-3.5	5.0	i	5.0	.	1.3
15	COC(=O)[C@H](CCSC)NC(=O)Nc1ccc(S(N)(=O)=O)cc1	1.8	0.2	1.2	0.5	2.9	-0.3	-0.4	-1.3	1.1
16	CC(=O)c1ccc(NC(=O)/C(=C\c2ccc(F)cc2)NC(=O)c2ccco2)cc1	.	-0.9	4.0	7.5	2.3	-0.2	1.3	7.7	2.0
17	O=C(Nc1cccc(S(=O)(=O)N2CCCC2)c1)c1cc(S(=O)(=O)N2CCOCC2)ccc1F	-2.8	-0.7	5.9	-13.8	0.4	i	-1.1	-2.1	0.2
18	CCCc1cc(CNC(=O)C2CCC(=O)N(Cc3ccccc3OC)C2)on1 (stereo not drawn)	-4.6	0.6	-0.2	-5.9	1.0	-0.4	0.1	-1.3	1.4
19	CC(OC(=O)c1cc(S(=O)(=O)N2CCOCC2)ccc1F)C(=O)NCC1CCCCC1 (stereo not drawn)	-4.3	0.7	0.8	-3.5	-0.4	i	-0.4	-1.6	1.8
20	Oc1ccc(-c2nnc(SCC3CCCCC3)o2)cc1	-1.9	1.0	-4.8	-7.7	-3.2	.	-0.1	-0.9	.
21	CC(=O)c1sc(-c2ccc(F)cc2)cc1NS(=O)(=O)c1ccccc1	-0.5	-0.8	1.2	8.3	0.4	-1.2	.	-2.6	2.6
22	CN(C)S(=O)(=O)c1cccc(C(=O)NC2CCSc3ccccc32)c1 (stereo not drawn)	-4.6	0.9	5.7	-4.1	-3.6	-3.6	1.9	0.6	1.3
23	O=C(O)c1cc(NC(=O)c2ccc([N+](=O)[O-])cc2)cc(NC(=O)c2ccc([N+](=O)[O-])cc2)c1	-0.6	-0.9	-14.8	3.5	3.1	i	0.6	1.3	0.6
24	CCc1ccc(NC(=O)c2ccc3c(=O)n4c(nc3c2)CCCCC4)cc1	-1.5	3.9	6.6	8.1	0.8	-0.3	-0.7	-2.2	0.0
25	CCOC(=O)[C@@H]1[C@H]2COc3ccccc3[C@@H]2N2C(=O)N(c3ccc(OC)cc3)C(=O)[C@]12C	-1.3	0.2	2.3	6.2	3.7	i	-0.4	3.0	0.1
26	COc1ccc(CCNC(=O)/C=C/c2ccc(S(=O)(=O)N3CCOCC3)cc2)cc1	-1.8	-1.3	6.9	-1.5	6.0	0.0	-0.5	-0.2	0.8
27	COCC1CCN(C(=O)C2CCC(=O)N(CCc3cccc(F)c3)C2)CC1 (stereo not drawn)	.	-1.4	2.3	10.0	5.0	-0.4	0.0	1.1	-0.4
28	CNC(=S)N(Cc1cccs1)Cc1cc2ccc(OC)cc2[nH]c1=O	-1.3	-0.9	4.8	15.0	4.2	-0.3	.	-1.8	0.6
29	c1ccc(-c2nnc(SCc3cn4ccsc4n3)o2)cc1	-2.0	-1.2	0.3	9.9	2.4	i	9.6	-0.5	.
30	O=C(NCc1ccccn1)c1nc(-c2cccs2)no1	0.2	-1.2	-1.5	-5.2	1.8	0.5	.	-0.5	-6.2
31	COc1ccc(Cl)cc1-c1nc(SCC(=O)NCC2CCCO2)n[nH]1 (stereo not drawn)	-1.1	1.2	4.0	1.9	4.6	-0.3	0.2	-0.8	1.5
32	Cc1[nH]nc2c1/C(=N\O)CC(C)(C)C2	-3.2	0.0	-7.0	-1.5	-2.0	i	-4.4	2.3	.
33	CCCn1cnc2c(oc3ccccc32)c1=O	-1.5	0.2	1.8	0.0	2.5	13.3	-3.3	2.7	0.5
34	CCC(Oc1ccc(Br)cc1Cl)C(=O)Nc1nnc(C2CC2)s1 (stereo not drawn)	-4.9	60.1*	23.7	3.0	0.0	i	1.3	4.1	2.0
35	Cc1cc(C)c(C)c(S(=O)(=O)NCc2ccncc2)c1C	-2.3	-0.8	-4.7	-3.0	-4.1	-0.2	.	3.1	1.3
36	OC[C@@H](O)C1OC2NC(=S)OC2C1O (stereo partly drawn)	-0.6	0.6	-3.2	-1.9	-3.4	i	0.1	1.7	-0.1
37	COC(=O)c1ccc(CS(=O)(=O)c2ccc(F)cc2)o1	-1.1	0.7	-6.8	-2.1	1.8	-0.4	-0.5	-3.4	1.6
38	Cc1ccc(-c2nn(-c3ccc(F)cc3)cc2C(=O)NCC2CCCO2)cc1 (stereo not drawn)	-0.8	0.6	4.2	2.9	1.1	-0.5	0.0	4.5	-2.2
39	Cc1ccccc1NC(=O)c1ccc2c(c1)C(=O)N(CC(C)C)C2=O	-3.7	0.3	-2.0	9.8	-0.7	-0.1	1.3	-1.7	0.5
40	CCOC(=O)N1CCN(C(=O)c2ccc(CN(c3ccc(C)c(C)c3)S(C)(=O)=O)cc2)CC1	-3.1	1.2	18.2	-2.6	1.0	-0.3	0.4	2.9	.
41	CCN(CC)CCCn1c2c(c(SCC(=O)Nc3ccccc3Cl)nc1=O)CCC2	1.8	-0.1	7.0	-2.8	2.5	i	-1.2	-2.1	0.4
42	C[C@]12CCC(=O)C[C@H]1CC[C@@H]1[C@@H]2CC[C@]2(C)C(=O)CC[C@@H]12	-4.8	0.0	3.0	-2.0	1.7	0.1	3.2	.	0.8
43	Cc1c(C(=O)Nc2ccc(Cl)cc2)c2ccccn2c1C(=O)c1ccc([N+](=O)[O-])cc1	-0.7	1.6	-2.6	9.5	-5.7	i	-0.3	-0.7	.
44	COc1ccc(-c2nc3cnccn3c2Nc2ccc3c(c2)OCO3)cc1	-2.8	2.8	7.9	18.3	0.0	i	54.0*	0.1	-2.2
45	COc1ccc(-n2c3c(cc(C(=O)NCC(=O)c4ccccc4)c2=O)C(=O)CC(C)(C)C3)cc1	-1.2	-1.2	-6.3	15.9	2.5	i	-0.6	2.0	1.4
46	O=c1[nH]c(=O)n(Cc2ccc(F)cc2)c(O)c1C=NCCCn1ccnc1	-3.0	0.5	0.3	-5.7	4.8	i	-0.1	-1.9	.
47	CCN1C(=O)C(O)(C2COC(C)(C)CC2=O)c2cc(Br)ccc21 (stereo not drawn)	-3.4	-0.4	-8.7	-6.1	-0.6	i	0.9	2.8	.
48	COc1cccc(-c2ccc3c(c2)N(Cc2ccccc2OC)C(=O)C(C)S3)c1 (stereo not drawn)	-4.3	.	20.7	8.9	-2.9	-3.0	-1.2	.	1.1
49	COCc1c(C(=O)N2CCN(Cc3ccc4c(c3)OCO4)CC2)oc2ccccc12	-0.5	1.4	23.1	-0.4	1.0	i	3.7	0.9	1.2
50	Cc1ccc(SCc2nc(N)nc(Nc3ccccc3C)n2)c(C)c1	-5.9	1.7	9.6	4.7	0.3	-2.9	.	-0.2	1.5
51	Cn1c(=O)c2c(nc(Br)n2Cc2ccccc2Cl)n(C)c1=O	-0.9	-0.1	1.9	0.4	0.9	i	0.3	3.0	.
52	O=c1oc(-c2cccc(S(=O)(=O)N3CCOCC3)c2)nc2ccccc12	-4.6	-1.6	-4.8	-5.1	-1.5	i	.	3.4	.
53	CCOc1ccc(C(=O)NC2CC3CCCC(C2)N3Cc2ccccc2)cc1 (stereo not drawn)	-2.5	6.0	-2.2	2.2	0.7	-0.5	-1.3	-0.5	0.1
54	COc1cc(NCCCNC(C)C)c2nccc(C)c2c1	1.1	0.7	-13.3	5.1	-1.9	1.3	-3.8	.	-2.5
55	CCOc1ccc(C(Nc2cccnc2)c2cc(Cl)c3cccnc3c2O)cc1 (stereo not drawn)	-6.9	91.5*	-0.9	-0.3	1.6	i	.	1.2	3.1
